INS-1E rescue = rescue of cytokine-induced death in INS-1E beta cells; INS-1E cytokine-induced death, ATP luminescence, 48 h; normalised: neutral wells 0, positive control 100; protection from cytokine-induced ATP loss, % at 10 µM; hit rate 0.1% among 20,000; AID 488910;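 active means mean replicate protection from cytokine-induced ATP loss at least 50% and at least 75% of replicates each reaching 50%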
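Test system: INS-1E rat cells | Quantity: 8000 cells per well | Medium: Phenol-red-free RPMI with 5% fetal bovine serum | Reagent: Cytokine cocktail of IFN-γ, TNF-α and IL-1β | Doses: One compound concentration, pin transfer | Timing: 48 h co-treatment, 10 min post-lysis read | Technique: Luminescent ATP assay (CellTiter-Glo)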
T cruzi intra = intracellular Trypanosoma cruzi inhibition. intracellular Trypanosoma cruzi in host cells, plate reader. activity score (inhibition), % at 5.01 µM. hit rate 4.9% among 22,000. AID 651903; in the data active means activity score above about 55%;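 further: parasites and compound incubated about four days before reading; 0% = median of neutral control wells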
An asterisk follows results filed as active; . = not tested or not shown.

SMILES	INS-1E rescue	T cruzi intra
CC(C)NC(=O)Nc1cccc2c1O[C@H](CN(C)C(=O)NC(C)C)[C@@H](C)CN([C@H](C)CO)C2=O	2	-10
C[C@@H]1CN([C@H](C)CO)C(=O)c2cc(NS(=O)(=O)c3cn(C)cn3)ccc2O[C@H]1CN(C)S(=O)(=O)c1ccc(Cl)cc1	0	1
C[C@H]1CN([C@@H](C)CO)C(=O)c2cc(NC(=O)Nc3ccc(C(F)(F)F)cc3)ccc2O[C@H]1CN(C)S(=O)(=O)c1cn(C)cn1	7	4
C[C@H](CO)N1C[C@H](C)[C@@H](CN(C)C(=O)Nc2ccc(C(F)(F)F)cc2)Oc2ccc(NC(=O)Cn3cnnn3)cc2C1=O	7	-25
O=C(N/N=C/c1ccc(OCCO)cc1)c1ccccn1	-12	-5
C[C@@H]1CN([C@@H](C)CO)C(=O)Cc2cc(NC(=O)Cc3cn(C)c4ccccc34)ccc2O[C@@H]1CN(C)S(=O)(=O)c1cccs1	-3	31
COc1ccc(CN(C)C[C@H]2Oc3ccc(NS(=O)(=O)c4ccc(OC)cc4)cc3C(=O)N([C@@H](C)CO)C[C@@H]2C)cc1	1	-14
COc1ccc(CN(C)C[C@H]2Oc3ccc(NS(=O)(=O)c4ccc(C)cc4)cc3CC(=O)N([C@@H](C)CO)C[C@@H]2C)cc1	1	56*
CNC[C@H]1Oc2ccc(NS(=O)(=O)c3c(C)noc3C)cc2C(=O)N([C@H](C)CO)C[C@@H]1C	7	0
CC(C)NC(=O)N(C)C[C@@H]1Oc2c(NC(=O)CCCCCC(=O)Nc3ccccc3N)cccc2C(=O)N([C@H](C)CO)C[C@H]1C	-3	-23
C[C@H]1CN([C@@H](C)CO)C(=O)c2cc(NS(=O)(=O)c3ccc(F)cc3)ccc2O[C@H]1CN(C)CC1CC1	.	2
C[C@@H]1CN([C@H](C)CO)C(=O)c2cc(NS(=O)(=O)c3cn(C)cn3)ccc2O[C@H]1CN(C)Cc1ccc(C(=O)O)cc1	-2	10
C[C@H]1CN([C@@H](C)CO)C(=O)c2cc(NC(=O)c3ccncc3)ccc2O[C@H]1CN(C)C(=O)Nc1ccc2c(c1)OCO2	.	-2
COc1cccc(CN(C)C[C@@H]2OCc3cn(nn3)CCCC(=O)N([C@H](C)CO)C[C@H]2C)c1	.	-20
Cc1noc(C)c1S(=O)(=O)Nc1ccc2c(c1)C(=O)N([C@H](C)CO)C[C@@H](C)[C@@H](CN(C)C)O2	9	-14
O=C(NO)c1cccc(C(=O)N/N=C/c2ccc(-c3ccccc3)cc2)c1	-3	-3
C[C@H]1CN([C@@H](C)CO)C(=O)Cc2cc(NS(C)(=O)=O)ccc2O[C@H]1CN(C)S(=O)(=O)c1ccc(F)cc1	-1	-1
C[C@@H]1CCCCO[C@@H](CN(C)C(=O)CCC(F)(F)F)[C@@H](C)CN([C@H](C)CO)C(=O)c2cc(NC(=O)c3ccncc3)ccc2O1	6	-6
C[C@H](CO)N1C[C@H](C)[C@@H](CN(C)Cc2ccc(C(F)(F)F)cc2)Oc2c(NC(=O)c3ccncc3)cccc2C1=O	-15	83*
COc1ccc(NC(=O)N(C)C[C@H]2Oc3ccc(N(C)C)cc3C(=O)N([C@@H](C)CO)C[C@@H]2C)cc1	1	3
C[C@H](CO)N1C[C@H](C)[C@@H](CN(C)C(=O)Nc2ccc(N3CCCCC3)cc2)OCc2cn(nn2)CCCC1=O	.	-28
C[C@@H]1CCCCO[C@H](CN(C)Cc2ccc(Cl)c(Cl)c2)[C@@H](C)CN([C@H](C)CO)C(=O)c2cc(NC(=O)NC3CCCCC3)ccc2O1	-31	50
CNC[C@H]1Oc2c(NC(=O)Nc3ccc(OC)cc3)cccc2C(=O)N([C@H](C)CO)C[C@H]1C	16	-48
C[C@@H]1CCCCO[C@H](CN(C)Cc2ccc(C(=O)O)cc2)[C@@H](C)CN([C@H](C)CO)C(=O)c2cc(NC(=O)NC3CCCCC3)ccc2O1	-3	-9
C[C@@H]1CN([C@@H](C)CO)C(=O)c2cc(NS(=O)(=O)c3ccccc3)ccc2O[C@H]1CN(C)C	2	-20
C[C@@H]1CN([C@@H](C)CO)C(=O)c2cc(NC(=O)CCC(F)(F)F)ccc2O[C@@H]1CN(C)CC1CCCCC1	0	17
O=C(NO)c1ccc(C(=O)N/N=C/c2ccccc2Br)cc1	-6	14
C[C@@H]1CN([C@@H](C)CO)C(=O)c2cc(NC(=O)Cn3cnnn3)ccc2O[C@@H]1CN(C)Cc1ccc(-c2ccccc2)cc1	.	-11
C[C@H]1CN([C@@H](C)CO)C(=O)Cc2cc(NC(=O)Cn3cnnn3)ccc2O[C@@H]1CN(C)C(=O)NC1CCCCC1	5	-6
COc1ccc(S(=O)(=O)N(C)C[C@H]2Oc3ccc(NC(=O)Nc4ccc(C(F)(F)F)cc4)cc3C(=O)N([C@@H](C)CO)C[C@H]2C)cc1	8	-9
COc1ccc(NC(=O)Nc2ccc3c(c2)CC(=O)N([C@H](C)CO)C[C@@H](C)[C@@H](CN(C)Cc2ccc(C(=O)Nc4ccccc4N)cc2)O3)cc1	-8	66*
C[C@@H]1CN([C@H](C)CO)C(=O)c2cccc(NS(=O)(=O)c3cn(C)cn3)c2O[C@H]1CN(C)S(=O)(=O)c1cccs1	14	-12
C[C@H](CO)N1C[C@H](C)[C@H](CN(C)S(=O)(=O)c2ccc(Oc3ccccc3)cc2)OCc2cn(nn2)CCCC1=O	.	0
Cc1cc(C(=O)Nc2cccc3c2O[C@@H](CN(C)S(=O)(=O)c2cn(C)cn2)[C@H](C)CN([C@H](C)CO)C3=O)n(C)n1	5	-33
C[C@H](CO)N1C[C@H](C)[C@H](CN(C)S(=O)(=O)c2cn(C)cn2)Oc2ccc(NC(=O)Cc3cn(C)c4ccccc34)cc2CC1=O	7	1
C[C@@H]1CN([C@H](C)CO)C(=O)c2cc(NC(=O)CCCN(C)C)ccc2O[C@@H]1CN(C)Cc1ccncc1	-2	0

In another format: results already given.
| Compound | INS-1E rescue | T cruzi intra |
| --- | --- | --- |
| C[C@@H]1CN([C@@H](C)CO)C(=O)Cc2cc(NC(=O)Cc3cn(C)c4ccccc34)ccc2O[C@@H]1CN(C)S(=O)(=O)c1cccs1 | -3 | 31 |
| C[C@H]1CN([C@@H](C)CO)C(=O)Cc2cc(NS(C)(=O)=O)ccc2O[C@H]1CN(C)S(=O)(=O)c1ccc(F)cc1 | -1 | -1 |

(next part)
SMILES	INS-1E rescue	T cruzi intra
C[C@@H]1CN([C@H](C)CO)C(=O)c2cc(NC(=O)NC3CCCCC3)ccc2O[C@H]1CN(C)Cc1ccc(C(=O)O)cc1	-2	-17
C[C@@H]1CN([C@H](C)CO)C(=O)Cc2cc(NC(=O)Nc3ccc4c(c3)OCO4)ccc2O[C@H]1CN(C)CC1CCCCC1	-15	64*
C[C@H]1CN([C@@H](C)CO)C(=O)Cc2cc(NS(=O)(=O)c3ccc(Cl)cc3)ccc2O[C@H]1CN(C)Cc1ccccc1	-5	76*
COc1ccc(S(=O)(=O)N(C)C[C@@H]2Oc3ccc(NC(=O)Nc4ccc(F)cc4)cc3C(=O)N([C@@H](C)CO)C[C@@H]2C)cc1	-29	6
Cc1ccc(S(=O)(=O)N(C)C[C@H]2Oc3c(NS(=O)(=O)c4cn(C)cn4)cccc3C(=O)N([C@H](C)CO)C[C@@H]2C)cc1	9	-18
C[C@@H]1CN([C@H](C)CO)C(=O)c2cc(NC(=O)Cc3ccccc3)ccc2O[C@H]1CN(C)CC1CCCCC1	0	-26
COc1ccc(NC(=O)N(C)C[C@H]2Oc3ccc(NS(=O)(=O)c4ccccc4)cc3C(=O)N([C@H](C)CO)C[C@H]2C)cc1	10	10
C[C@H](CO)N1C[C@H](C)[C@@H](CN(C)S(=O)(=O)c2cn(C)cn2)Oc2ccc(NC(=O)Nc3ccc(C(F)(F)F)cc3)cc2C1=O	8	1
Cc1ccc(S(=O)(=O)Nc2ccc3c(c2)C(=O)N([C@H](C)CO)C[C@@H](C)[C@H](CN(C)CC2CCCCC2)O3)cc1	-6	9
C[C@@H]1CN([C@H](C)CO)C(=O)CCCn2nncc2CO[C@H]1CN(C)S(C)(=O)=O	.	-15
C[C@@H]1CN([C@@H](C)CO)C(=O)c2cccc(NC(=O)Nc3cccc4ccccc34)c2O[C@H]1CN(C)C(=O)Nc1ccc(C(F)(F)F)cc1	-24	12
C[C@@H]1CN([C@H](C)CO)C(=O)Cc2cc(NC(=O)Nc3cccc4ccccc34)ccc2O[C@@H]1CN(C)C(=O)Nc1ccccc1	15	-9
C[C@@H]1CN([C@@H](C)CO)C(=O)Cc2cc(NC(=O)CCN3CCOCC3)ccc2O[C@@H]1CN(C)S(=O)(=O)c1cccs1	8	-16
C[C@H](CO)N1C[C@H](C)[C@H](CN(C)S(=O)(=O)c2ccccc2)Oc2c(NC(=O)C3CCCCC3)cccc2C1=O	-5	-14
COc1cc(/C=N/NC(=O)CCCCC(=O)NO)c([N+](=O)[O-])cc1OC	17	-4
O=C(N/N=C/Cc1ccccc1)c1ccccn1	5	7
C[C@@H]1CN([C@H](C)CO)C(=O)c2cc(NC(=O)CCN3CCOCC3)ccc2O[C@H]1CN(C)C(=O)Nc1ccc(F)cc1	10	-10
C[C@H]1CN([C@@H](C)CO)C(=O)c2cc(NC(=O)CCCN(C)C)ccc2O[C@H]1CN(C)CC1CC1	6	-10
C[C@@H]1CN([C@H](C)CO)C(=O)c2cc(NC(=O)NC3CCCCC3)ccc2O[C@@H]1CN(C)S(C)(=O)=O	-2	-2
Cc1noc(C)c1S(=O)(=O)Nc1ccc2c(c1)C(=O)N([C@H](C)CO)C[C@H](C)[C@H](CN(C)Cc1ccccc1)O2	2	8
C[C@@H]1CCCCO[C@H](CN(C)C(=O)Nc2ccccc2)[C@@H](C)CN([C@H](C)CO)C(=O)c2cc(NC(=O)c3ccccc3)ccc2O1	-4	11
CNC[C@H]1Oc2ccc(NC(=O)Nc3ccc4c(c3)OCO4)cc2C(=O)N([C@@H](C)CO)C[C@H]1C	-3	-4
COc1ccc(NC(=O)Nc2ccc3c(c2)C(=O)N([C@@H](C)CO)C[C@@H](C)[C@@H](CN(C)C(=O)Nc2ccc(OC)cc2)O3)cc1	2	3
C[C@H](CO)N1C[C@H](C)[C@@H](CN(C)S(=O)(=O)c2ccc(F)cc2)Oc2ccc(NC(=O)Nc3ccc(C(F)(F)F)cc3)cc2C1=O	-15	28
C[C@@H]1CN([C@@H](C)CO)C(=O)c2cc(NC(=O)Nc3ccc(C(F)(F)F)cc3)ccc2O[C@H]1CN(C)S(=O)(=O)c1ccccc1	-28	68*
C[C@H](CO)N1C[C@H](C)[C@H](CN(C)C(=O)Nc2cccc3ccccc23)Oc2c(NC(=O)C3CC3)cccc2C1=O	2	-22
C[C@@H]1CN([C@H](C)CO)C(=O)c2cc(NC(=O)Cn3cnnn3)ccc2O[C@H]1CN(C)Cc1ccc(-c2ccccc2)cc1	-14	-12
C[C@H]1CN([C@@H](C)CO)C(=O)c2cccc(NC(=O)Nc3ccc(F)cc3)c2O[C@@H]1CN(C)S(=O)(=O)c1cn(C)cn1	0	-9
Cc1ccc(S(=O)(=O)N(C)C[C@@H]2Oc3ccc(NC(=O)C4CCCCC4)cc3C(=O)N([C@H](C)CO)C[C@@H]2C)cc1	-7	18
Cc1noc(C)c1S(=O)(=O)N(C)C[C@@H]1Oc2ccc(NS(=O)(=O)c3cccs3)cc2CC(=O)N([C@H](C)CO)C[C@@H]1C	-4	-16
Cc1cc(C(=O)Nc2cccc3c2O[C@H](CN(C)Cc2ccc(C(F)(F)F)cc2)[C@@H](C)CN([C@H](C)CO)C3=O)n(C)n1	-18	69*
COc1ccc(CN(C)C[C@H]2Oc3ccc(NC(=O)NC(C)C)cc3C(=O)N([C@@H](C)CO)C[C@@H]2C)cc1	-5	-1
Cc1ccc(S(=O)(=O)N(C)C[C@H]2Oc3c(NS(C)(=O)=O)cccc3C(=O)N([C@H](C)CO)C[C@H]2C)cc1	5	9
C[C@H]1CN([C@@H](C)CO)C(=O)Cc2cc(NC(=O)Cc3cn(C)c4ccccc34)ccc2O[C@@H]1CN(C)C(=O)NC1CCCCC1	14	-5

Grouped by structure, the compounds so far with two or more sulfur atoms (eight)
SMILES	INS-1E rescue	T cruzi intra
C[C@@H]1CN([C@H](C)CO)C(=O)c2cc(NS(=O)(=O)c3cn(C)cn3)ccc2O[C@H]1CN(C)S(=O)(=O)c1ccc(Cl)cc1	0	1
C[C@@H]1CN([C@@H](C)CO)C(=O)Cc2cc(NC(=O)Cc3cn(C)c4ccccc34)ccc2O[C@@H]1CN(C)S(=O)(=O)c1cccs1	-3	31
C[C@H]1CN([C@@H](C)CO)C(=O)Cc2cc(NS(C)(=O)=O)ccc2O[C@H]1CN(C)S(=O)(=O)c1ccc(F)cc1	-1	-1
C[C@@H]1CN([C@H](C)CO)C(=O)c2cccc(NS(=O)(=O)c3cn(C)cn3)c2O[C@H]1CN(C)S(=O)(=O)c1cccs1	14	-12
Cc1ccc(S(=O)(=O)N(C)C[C@H]2Oc3c(NS(=O)(=O)c4cn(C)cn4)cccc3C(=O)N([C@H](C)CO)C[C@@H]2C)cc1	9	-18
C[C@@H]1CN([C@@H](C)CO)C(=O)Cc2cc(NC(=O)CCN3CCOCC3)ccc2O[C@@H]1CN(C)S(=O)(=O)c1cccs1	8	-16
Cc1noc(C)c1S(=O)(=O)N(C)C[C@@H]1Oc2ccc(NS(=O)(=O)c3cccs3)cc2CC(=O)N([C@H](C)CO)C[C@@H]1C	-4	-16
Cc1ccc(S(=O)(=O)N(C)C[C@H]2Oc3c(NS(C)(=O)=O)cccc3C(=O)N([C@H](C)CO)C[C@H]2C)cc1	5	9

Screens (PubChem)

Outcome played no part in choosing rows. Share with any hit: about 4.8%.
